# p53null 32C kill: p53 null cell cytotoxicity, permissive temperature. H1299-neo p53 null cells, ATP luminescence, 24 h, 32C. Potency, µM (top dose mostly 46.1 µM), without a hit: at the highest dose activity change, negative = cytotoxicity, actives largely listed as cytotoxic. actives 0.62% (n = 55,000). AID 903;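 note: 0% = DMSO only and -100% = full killing by 100 µM tamoxifen; nearly all actives have a fitted effect of over 55% in size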
#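 We seeded p53-null H1299-neo cells, incubated them overnight at 37C, and added compounds across a range up to 46 uM. After 24 hours at 32C, ATP reagent was applied for 20 min at room temperature and luminescence recorded.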
# p53null 39C kill: p53 null cell cytotoxicity, nonpermissive temperature; Potency, µM (highest dose often 46.1 µM), for inactives: top-dose activity, negative = cell killing, most hits filed as cytotoxic; AID 904; actives 0.97% (n = 55,000); H1299 p53-null (neo) cells, 39C, ATPlite viability, 24 h;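 note: 0% = DMSO only and -100% = full killing by 100 µM tamoxifen; nearly all actives have a fitted effect of over 50% in size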
#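 ATP-luminescence viability readout (ATPlite, 20 min RT) after 24 hr compound treatment at 39C of H1299-neo or H1299-p53A138V cells; titration up to 46 uM; normalized to DMSO and 100 uM tamoxifen; Hill-fit AC50.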
# Active calls of the source: *; ? = inconclusive; [ ] = another dose, or the depositor's remark. Calls come from the whole dose curve; as a rule, active = well fitted cell-killing curve with a large enough effect; inconclusive = small, poorly fitted or top-dose-only effect; inactive = no such curve, though single readings can be large or run the other way. Potency is the fitted concentration of half-maximal effect. Only part of the results is shown; rates above refer to the full screens.
SMILES,p53null 32C kill,p53null 39C kill
O=C(CCCCCn1c(=O)[nH]c2ccsc2c1=O)N1CCCCC1,0%,4%
COC(=O)c1cccc(NC(=O)Cc2coc3cc(OC)ccc23)c1,-6%,-8%
O=C(O)C1C2C=CC(O2)C1C(=O)NCc1ccc2c(c1)OCO2 (configuration not stated),0%,-6%
CCOC(=O)c1[nH]c2ccc(OC)cc2c1NC(=S)N1CCN(c2cccc(C)c2C)CC1,-12%,-9%
CCOC(=O)C1=C(C)NC(=O)NC1c1ccc(OCC(N)=O)cc1 (configuration not stated),1%,16%
CCc1ccc(N(C(=O)CCC(=O)Nc2cc(C)on2)C(C(=O)NC2CCCC2)c2ccco2)cc1 (configuration not stated),8%,21%
c1ccc(C2=NC(c3ccccc3)N=C(c3ccccc3)N2)cc1,-6%,-2%
CCn1c(SCC(=O)N2CCc3ccccc3C2)nc2sc(C)c(C)c2c1=O,7%,6%
O=C1N(c2cccc(Cl)c2)C(c2ccc(Cl)cc2)N2CCCN12 (configuration not stated),-7%,?
COC(=O)NC(NC(=S)Nc1ccc([N+](=O)[O-])cc1)C(Cl)(Cl)Cl (configuration not stated),-6%,-10%
Cc1ccc(CN2CCN(C(=O)C3CCC3)CC2)cc1,8%,-6%
CCOC(=O)C(C(=O)OCC)C(C#N)c1ccccc1 (configuration not stated),-7%,7%
COc1ccc(CN(C(=O)CSc2nnc(-c3ccc(OC)c(OC)c3)o2)c2ccc(F)cc2)cc1,1%,22%
Cc1cccc(-c2cc3nc(C)cc(N4CC(C)CC(C)C4)n3n2)c1 (configuration not stated),0%,6%
Cn1nnnc1SCC(=O)N1CCN(C(c2ccccc2)c2ccccc2)CC1,-5%,-6%
O=C(COC(=O)CCCN1C(=O)c2cccc3cccc(c23)C1=O)Nc1ccc(Cl)cc1,2%,-2%
Cc1cc(C)cc(NC(=O)CN(C)S(=O)(=O)c2cnc[nH]2)c1,3%,24%
CC(/C=N/Nc1nc2ccccc2[nH]1)=C\c1ccccc1,7.9µM*,?
Cn1c(=O)[nH]c(=O)c2c1nc(N1CCCCCC1)n2CC(N)=O,-2%,22%
CCn1nnnc1SCC(=O)c1ccc(C)cc1C,?,-12%

# Single records, as listed above. Screens in order: p53null 32C kill, p53null 39C kill
# Shown for COc1ccc(CN(C(=O)CSc2nnc(-c3ccc(OC)c(OC)c3)o2)c2ccc(F)cc2)cc1 = 1%, 22%
# Shown for Cc1cc(C)cc(NC(=O)CN(C)S(=O)(=O)c2cnc[nH]2)c1 = 3%, 24%
# Shown for Cn1nnnc1SCC(=O)N1CCN(C(c2ccccc2)c2ccccc2)CC1 = -5%, -6%
# Shown for Cc1ccc(CN2CCN(C(=O)C3CCC3)CC2)cc1 = 8%, -6%

# Following part:
SMILES,p53null 32C kill,p53null 39C kill
O=C(CN1CCCc2ccccc21)N/N=C/c1c(O)ccc2ccccc12,7%,-30%
COc1cccc(C2=NOC(C(=O)N3CCN(c4ccccc4)CC3)C2)c1OC (configuration not stated),-5%,2%
CCN1CCN(C(=O)C2(NC(=O)Nc3ccccc3Cl)CCCCC2)CC1,10%,27%
COc1ccc(C(=O)NCC(=O)OCC(=O)c2cc(OC)c(OC)c(OC)c2)cc1OC,-4%,9%
O=C(c1cc([N+](=O)[O-])cc([N+](=O)[O-])c1)N(c1ccccn1)c1ccccn1,-1%,-13%
Cc1cc(C)c2[nH]c(=O)c(=O)[nH]c2c1,3%,-1%
O=C(CS(=O)(=O)Cc1ccccc1)Nc1ccccn1,-13%,15%
CCNc1nc(NC(C)C)nc(Oc2ccc(OCc3ccccc3)nn2)n1,-9%,-10%
Cn1c(SCC(=O)N2CCCc3ccccc32)nc2cccnc21,-9%,-22%
COc1ccc(N2CCN(CC(=O)Nc3ccc(-n4cnnn4)cc3)CC2)cc1,-11%,-23%
Cc1c(/C(Cc2ccccc2)=N/O)c2ccccc2n1C,-6%,16%
CCCn1cc(S(=O)(=O)CC(=O)NC2CCCCC2)c2ccccc21,-5%,-1%
CCOC(=O)/C(C#N)=C1\C=CN(C)C(C)=N1,2%,9%
Cn1c(=O)oc2cc(S(=O)(=O)Nc3cccc(F)c3)ccc21,30%[activator],11%
CCn1c(SCC(=O)N/N=C/C=C/c2ccccc2[N+](=O)[O-])nnc1-c1ccccc1,-10%,?
CCOC(=O)N1CCN(C(=O)c2cn(CC)c3cc(N4CCN(C)CC4)c(F)cc3c2=O)CC1,7%,5%
O=c1[nH]ncc(NCCCO)c1Cl,-3%,4%
c1ccc2c(c1)nc1n2CCN1,-4%,8%
CC/C(=N/Nc1ccccc1)c1cnnc(-c2ccccc2)n1,5%,-5%
Cc1ccc2c(c1)-c1c(ssc1=S)C(C)(C)N2C(=O)c1ccco1,2%,21%

# Reformatted with two lines to a compound: six of the compounds above.
# Values run as follows: p53null 32C kill, p53null 39C kill
CCOC(=O)C(C(=O)OCC)C(C#N)c1ccccc1 (configuration not stated)
    -7%, 7%
CCCn1cc(S(=O)(=O)CC(=O)NC2CCCCC2)c2ccccc21
    -5%, -1%
CCN1CCN(C(=O)C2(NC(=O)Nc3ccccc3Cl)CCCCC2)CC1
    10%, 27%
COc1ccc(C(=O)NCC(=O)OCC(=O)c2cc(OC)c(OC)c(OC)c2)cc1OC
    -4%, 9%
COC(=O)c1cccc(NC(=O)Cc2coc3cc(OC)ccc23)c1
    -6%, -8%
Cc1ccc2c(c1)-c1c(ssc1=S)C(C)(C)N2C(=O)c1ccco1
    2%, 21%

# Carrying on.
SMILES,p53null 32C kill,p53null 39C kill
Cc1ccccc1Cn1c(CN2CCN(c3ccc(F)cc3)CC2)nc2c1c(=O)n(C)c(=O)n2C,4%,10%
Cc1ccccc1Cn1cc(S(=O)(=O)CC(=O)Nc2nccs2)c2ccccc21,5%,1%
O=C(Nc1ccc(N2CCOCC2)c(Cl)c1)c1ccc(F)cc1,-18%,-24%
Cc1sc(NC(=O)c2cccs2)c(C(=O)OC(C)C)c1C,-8%,-11%
O=C(O)C1CC=CCC1C(=O)NCc1ccc2c(c1)OCO2 (configuration not stated),5%,-3%
CC(C)COP(=O)(c1ccc(N(C)C)cc1)C(Nc1ccccc1)c1cccnc1 (configuration not stated),7%,-2%[1.84 µM]
S=C(NC1CCCC1)N1CCN(c2ccccn2)CC1,-9%,6%[1.84 µM]
CCOc1ccc(S(=O)(=O)N/N=C(\C)c2ccc(Cl)c(Cl)c2Cl)cc1,-7%,13%
COc1ccc(NC2=C(C(C)=O)C(c3ccc(OC)c(OC)c3)C(C(C)=O)C(C)(O)C2)cc1 (configuration not stated),10%,1%
Cc1ccccc1Nc1nc(-c2ccccc2)c(C(=O)Nc2cccnc2)s1,8%,2%[1.84 µM]
COc1ccc(-c2nnc(SCC(=O)c3ccc(C)o3)o2)cc1,-2%,-10%
CCCCC1(Cc2ccc([N+](=O)[O-])cc2)C(=O)N(c2ccccc2)N(c2ccccc2)C1=O,5%,2%
CCCCS(=O)(=O)/C=C/[C@H]1[C@H](S(=O)(=O)CCCC)[C@H]2C=C[C@@H]1C2,-8%,-7%
CCC(C)(C)n1nnnc1C(c1ccc(C)cc1)N1CCN(Cc2ccc3c(c2)OCO3)CC1 (configuration not stated),19%,-1%
Cc1scc(C(=O)N/N=C/c2ccco2)c1C,?,?
CN(CCCNC(=O)c1cccc(N2CCCC2=O)c1)c1ccccc1,8%,-3%
O=C(CN(CC1CCCO1)C(=O)CCC(=O)Nc1ccccn1)NCc1ccccc1 (configuration not stated),1%,9%
O=C(Nc1ccccc1C(F)(F)F)c1cc(S(=O)(=O)N2CCOCC2)ccc1F,2%,15%
COc1cccc(OC)c1C(=O)N1CCOCC1,-6%,-7%
COc1ccc(N2CCN(c3ncnc4c3nnn4Cc3ccccc3Cl)CC2)cc1,-18%,-39%
COC(=O)C(NC(=O)c1ccc(C)cc1)(Nc1cccc(C)n1)C(F)(F)F (configuration not stated),1%,13%
O=c1c2cc3ccccc3n2cnn1Cc1ccccc1F,-3%,?
COc1ccc2c(c1)CC/C(=C\C=C\c1ccccc1)C2=O,-6%,-4%
Cc1cc(N2C(=O)C3CC=CCC3C2=O)no1 (configuration not stated),5%,8%
O=C(NCc1cccnc1)c1cccc2c1C(=O)N(C1CCCCC1)C2,-5%,21%
Cc1cccc(C(=O)Nc2sc3c(c2C#N)CCCCC3)c1,-11%,-5%
c1ccc(-c2nc3c(ccc4ccccc43)[nH]2)nc1,?,-29%
N#Cc1c(N)n[nH]c1-c1cc2c([nH]1)CCCC2,-1%,13%
Cc1ccc(S(=O)(=O)N2c3ccccc3OCC2c2ccccc2)cc1 (configuration not stated),16%,8%
CCN1C=CC2=C(C#N)C(N)C(C#N)(C#N)C(c3ccccc3C(F)(F)F)C2C1 (configuration not stated),-4%,-14%
COc1cc(S(=O)(=O)NC2CCCCC2)ccc1Cl,-3%,-11%
CCOc1ccc2nc3c(cc2c1)CN(CCOC)C(=NC)S3,5%,20%
Cc1ccc(CNC(=O)C(=O)NCC2CCCO2)cc1 (configuration not stated),-1%,-2%
COC(=O)C1C2C=CC3(CN(CCc4ccccc4)C(=O)C13)O2 (configuration not stated),-3%,27%
Cc1ccc(C(=O)NCCN2CCCC2)cc1,8%,43%
CC(=O)c1ccc(Nc2nc(NCCO)nc(OC(C(F)(F)F)C(F)(F)F)n2)cc1,-5%,-12%
CCc1ccc(C(C(=O)NC(C)(C)CC)N(Cc2ccco2)C(=O)Cn2nnc3ccccc32)cc1 (configuration not stated),-1%,-17%
COc1ccc(CN(C(=O)c2cnccn2)C(C(=O)Nc2ccc(F)cc2)c2ccccc2)cc1 (configuration not stated),-10%,-4%
COc1ccc(CC(=O)Nc2c3c(nn2-c2cccc(Cl)c2)CS(=O)C3)cc1 (configuration not stated),-5%,-2%
COc1cccc(CNc2ccc(N3CCC(C)CC3)cc2)c1OC,-5%,-10%
CCOC(=O)c1ccc(NC(=O)CCn2nnc3ccccc32)cc1,-2%,-1%
Cc1cccc(-n2cc(-c3ccc([N+](=O)[O-])cc3)[nH]c2=S)c1,5%,9%
COc1ccccc1CNC(=O)C(=O)NCC1CCCO1 (configuration not stated),-10%,-2%
O=C(Nc1ccc(S(=O)(=O)NC2CCCCC2)cc1)c1ccco1,4%,17%
O=C(Nc1ccc(CN2CCOCC2)cc1)c1ccccc1F,?,-11%
COc1ccccc1NC(=O)CSc1nnnn1-c1ccc(C)cc1,-4%,-4%
COc1ccc(-c2nc3n(n2)C(=O)CC(c2ccco2)S3)cc1 (configuration not stated),5%,-21%
O=C(CCCC(=O)Nc1cccnc1)Nc1cccnc1,-5%,-7%
Cc1cc(C(F)(F)F)nc(NCc2cccnc2)n1,-7%,-1%
Cc1ccc2nc(SCC(=O)Nc3cc(C(C)(C)C)nn3-c3ccccc3)[nH]c2c1,-9%,-28%

# Other entries
SMILES,p53null 32C kill,p53null 39C kill
Cc1cc(/C=C(\C#N)C(=O)NCc2cccs2)c(C)n1-c1ccc([N+](=O)[O-])cc1,1%,-1%
Cc1nc(-c2cccc(NC(=O)c3cccs3)c2)cs1,2%,-9%
CNC(=O)c1ccccc1NC(=O)c1ccco1,-10%,-1%
O=C(Nc1ccccc1)c1ccc(S(=O)(=O)N2CCCCC2)cc1,22%,9%
O=S(=O)(c1ccc(Cl)cc1)N1c2ccccc2Oc2nc3ccccc3nc21,-2%,2%
Cc1c(C(=O)NCc2ccc3c(c2)OCO3)oc2ccc(S(=O)(=O)N3CCC(C)CC3)cc12,-9%,2%
O=C1CC(N2CCN(S(=O)(=O)c3ccc(Cl)cc3)CC2)C(=O)N1CCc1ccccc1 (configuration not stated),-1%,0%
Cc1cc(C)nc(N(C#N)S(=O)(=O)c2ccccc2Cl)n1,-9%,-1%
Cc1ccc(C2(O)CN(c3ccccc3)C3=[N+]2CCS3)cc1 (configuration not stated),1%,9%
Cc1ccc(-c2cc3nc(-c4ccccc4)cc(N4CCC5(CC4)OCCO5)n3n2)cc1,13%,5%

# A draw from above in order of number of heavy atoms, smallest number first:
SMILES,p53null 32C kill,p53null 39C kill
Cc1ccc(C2(O)CN(c3ccccc3)C3=[N+]2CCS3)cc1 (configuration not stated),1%,9%
O=S(=O)(c1ccc(Cl)cc1)N1c2ccccc2Oc2nc3ccccc3nc21,-2%,2%
O=C1CC(N2CCN(S(=O)(=O)c3ccc(Cl)cc3)CC2)C(=O)N1CCc1ccccc1 (configuration not stated),-1%,0%

# The listing continues:
SMILES,p53null 32C kill,p53null 39C kill
Cc1cc2cc(CN(Cc3cccs3)C(c3nnnn3C(C)(C)C)C(C)C)c3nnnn3c2cc1C (configuration not stated),-1%,-8%
CCOc1ccc2ccccc2c1C(=O)Nc1cc(=O)n(C)c(=O)n1C,4%,22%
CC(O)C1C(=O)OC2(C)CC(C)(C)NC(=S)N12 (configuration not stated),4%,5%
O=C(c1ccco1)N1CCN(c2ncnc3c2nnn3Cc2ccccc2Cl)CC1,-7%,-8%
Fc1cccc(Nc2cc(-n3cccn3)ncn2)c1,0%,-8%
Cc1ccc(SCc2nnc(N)s2)cc1,-9%,-3%
Cc1ccc(-c2n[nH]c(=S)n2-c2ccccc2)cc1,-4%,-4%
Cc1nn(-c2ccccc2)c2sc(C(=O)N3CCOCC3)cc12,-16%,-21%
O=C(NCc1ccc(F)cc1)C(c1ccccc1)N(CC1CCCO1)C(=O)Cn1nnc2ccccc21 (configuration not stated),8%,14%
CCOc1ccc(NC(=O)CSc2nnc(Cn3c(=O)sc4ccccc43)n2C)cc1,-1%,24%
CCOC(=O)N1CCC(NC(=O)C2=C(C)C(=O)OC23CCC(C)CC3)CC1 (configuration not stated),11%,-6%
CCOc1nc(NCCN2CCOCC2)nc(NC(C)C)n1,2%,4%
